Bioassay records deposited in PubChem BioAssay by National Center for Advancing Translational Sciences (NCATS).
GALK inhibitor: qHTS Assay for Inhibitors of Human Galactokinase (GALK); Potency, µM (top dose mostly 57.5 µM), without a hit: at the top dose activity change, negative = inhibition, hits mostly inhibitors; Purified GALK, Kinase-Glo residual ATP luminescence; P51570; 270,000 tested, 0.007% active; note: potency is the fitted concentration of half-maximal effect; % is set by controls: 0 for no effect and ±100 for the full control effect
Target sequence (P51570 whole entry, looked up): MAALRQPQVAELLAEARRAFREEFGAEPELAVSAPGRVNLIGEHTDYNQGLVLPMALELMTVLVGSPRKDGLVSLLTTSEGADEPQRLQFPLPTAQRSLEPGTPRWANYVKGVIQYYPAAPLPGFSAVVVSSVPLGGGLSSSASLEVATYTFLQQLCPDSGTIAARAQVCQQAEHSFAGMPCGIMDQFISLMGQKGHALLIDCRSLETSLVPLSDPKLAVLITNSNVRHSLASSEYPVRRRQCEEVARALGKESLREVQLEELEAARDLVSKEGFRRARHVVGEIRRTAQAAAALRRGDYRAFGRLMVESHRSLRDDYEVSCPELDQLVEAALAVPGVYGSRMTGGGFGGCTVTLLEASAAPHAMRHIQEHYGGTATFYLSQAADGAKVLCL
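Quantitative HTS: GALK 5 nM, ATP 35 uM, galactose 100 uM, 1 h room temperature, then luciferase-based ATP detection.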
Menin-MLL TR inh: qHTS Assay for Inhibitors Targeting the Menin-MLL Interaction in MLL Related Leukemias: Competition With Texas Red Labeled MLL-derived Mutant Peptide; Menin + Texas Red MLL mutant peptide, fluorescence polarization; Potency, µM (titrated, usually from 61.6 µM), for inactives: top-dose FP activity change, negative = inhibition, actives largely listed as inhibitors; 270,000 tested, 0.23% active; active = well fitted inhibition curve with a large enough effect in the polarisation, with a control signal flat, not every such curve was filed as active; inconclusive = small, poorly fitted or top-dose-only effect, or effect the other way, or a change in a side signal; inactive = no such curve, though single readings can be large or run the other way; the % refers to the polarisation; note: potency is the fitted concentration of half-maximal effect; % of control where 0% means no effect; many of its hits are not listed in these tables
Target sequence (O00255 whole entry, looked up): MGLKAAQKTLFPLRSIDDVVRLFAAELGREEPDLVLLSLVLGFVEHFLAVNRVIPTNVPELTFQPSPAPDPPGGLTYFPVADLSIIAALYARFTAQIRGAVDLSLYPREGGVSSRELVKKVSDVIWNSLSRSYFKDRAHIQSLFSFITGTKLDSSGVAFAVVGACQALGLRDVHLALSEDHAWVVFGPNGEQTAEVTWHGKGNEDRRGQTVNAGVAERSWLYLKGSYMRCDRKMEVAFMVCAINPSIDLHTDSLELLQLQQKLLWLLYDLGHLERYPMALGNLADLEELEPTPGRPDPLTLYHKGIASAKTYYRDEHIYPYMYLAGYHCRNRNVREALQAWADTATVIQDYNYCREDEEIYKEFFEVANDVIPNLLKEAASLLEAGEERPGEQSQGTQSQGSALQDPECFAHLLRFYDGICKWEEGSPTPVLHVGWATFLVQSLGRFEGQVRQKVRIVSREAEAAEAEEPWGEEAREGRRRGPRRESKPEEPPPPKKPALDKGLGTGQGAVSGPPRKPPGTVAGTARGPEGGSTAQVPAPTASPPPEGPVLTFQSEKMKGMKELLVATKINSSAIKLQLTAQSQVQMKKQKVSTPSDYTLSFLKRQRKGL
Mito fusion yeast: qHTS Assay for Small Molecule Inhibitors of Mitochondrial Division or Activators of Mitochondrial Fusion; S. cerevisiae fusion-defective mutant growth rescue, CellTiterGlo 48 h; Potency, µM (titrated, usually from 46.1 µM), without a hit: at the highest dose growth rescue (activation), usual class: activators; 320,000 tested, 0.23% active;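 note: potency is the fitted concentration of half-maximal effect; % of control where 0% means no effect; nearly all actives have a fitted effect of over 45% in size; temperature-sensitive fusion mutants such as fzo1-1 at 37 °C on non-fermentable ethanol glycerol medium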
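Temperature-sensitive fusion-defective S. cerevisiae (e.g. fzo1-1, mgm1-5) were grown with compound in YPEG medium (3% ethanol, 3% glycerol) for 48 hours at 37C. Growth rescue was measured as viability by CellTiterGlo luminescence after 10 minutes at ambient.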
Eya2 phos inh: qHTS Assay for Inhibitors of the Phosphatase Activity of Eya2; Protein phosphatase EYA2 (Homo sapiens), O00167; recombinant Eya2, OMFP fluorescence dephosphorylation (OMFP is methylfluorescein phosphate); Potency, µM (series often up to 76.9 µM), for inactives: top-dose activity, negative = inhibition, most hits filed as inhibitors; 330,000 tested, 0.006% active; AID 488837, 2010; note: potency is the fitted concentration of half-maximal effect; % is set by controls: 0 for no effect and ±100 for the full control effect
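Eya2 protein (added as 0.2 uM solution) was preincubated with compound for 10 min at ambient temperature in 50 mM HEPES pH 7.5, 50 mM NaCl, 5 uM MgCl2, 0.05% BSA, 1 mM DTT. OMFP (added at 50 uM) then reacted 10 min; fluorescence read at 485/525 nm.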
BCR signal inh: qHTS Assay to Find Inhibitors of Chronic Active B-Cell Receptor Signaling; 340,000 tested, 0.05% active; Potency, µM (top dose mostly 46.1 µM), for the others: top-dose ratio change, negative = lower green/red ratio, most hits filed as inhibitors; ABC-DLBCL IkBa-CBG/CBR reporter, luminescence ratio, 4 h; active = well fitted inhibition curve with a large enough effect in the signal ratio, with a control signal flat, not every such curve was filed as active; inconclusive = small, poorly fitted or top-dose-only effect, or effect the other way, or a change in a side signal; the % refers to the signal ratio;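 note: potency is the fitted concentration of half-maximal effect; plate controls were basal doxycycline-induced cells for no effect and cells given 10 µM MG132 for full effect; MG132 reads +100%, hits lower the ratio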
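TMD8 human ABC-DLBCL cells with doxycycline-inducible IκBα–green luciferase fusion and unfused red luciferase, in 0.5% FBS medium; compounds up to 46 uM, 4 h at 37C. Green/red luminescence ratio, filter-overlap corrected, fitted to concentration-response curves.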
TSHR antag: Antagonists of the Thyroid Stimulating Hormone Receptor: HTS campaign. 330,000 tested, 0.2% active. Thyrotropin receptor (Homo sapiens), P16473. activity change, negative = inhibition, % at 11.5 µM. TSHR-expressing cells, TSH-stimulated cAMP HTRF, 2 h; stronger effect = lower value;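 active = activity change below a set negative limit, meaning inhibition stronger than a set level, cut at about -70% in these data; inconclusive = activity change between two set negative limits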; note: % is set by controls: 0 for no effect and ±100 for the full control effect
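Inhibition of cAMP made by TSHR-expressing cells under TSH stimulation (4nM final, EC80; 2 h, 37 deg C) is quantified with a one-step lysis HTRF kit, anti-cAMP cryptate versus cAMP-d2.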
PKM2 activator: qHTS Assay for Activators of Human Muscle isoform 2 Pyruvate Kinase; Pyruvate kinase PKM (Homo sapiens), P14618; purified PKM2, Kinase-Glo ATP luminescence, activation; response scale: 0% is enzyme alone, no compound; Potency, µM (titrated, usually from 57.5 µM), for inactives: at the highest dose activation, usual class: activators; 260,000 tested, 0.34% active; AID 1631, 2009; note: potency is the fitted concentration of half-maximal effect; % is set by controls: 0 for no effect and ±100 for the full control effect; nearly all actives have a fitted effect of over 55% in size
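hPK-M2, >95% pure; 0.1 mM ADP / 0.5 mM PEP final; imidazole pH7.2 buffer w/ 7 mM MgCl2, 50 mM KCl; 1 h RT; Kinase-Glo lum. Intermediate enzyme activity for dual inhibitor/activator qHTS.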
S-ASM inh: Inhibitors of Secretory Acid Sphingomyelinase (S-ASM): qHTS; Sphingomyelin phosphodiesterase (Homo sapiens), P17405; placental ASM, HMU-PC fluorogenic substrate, 60 min; Potency, µM (doses to about 57.5 µM), inactives show top-dose activity change, negative = inhibition, usual class: inhibitors; 340,000 tested, 0.006% active; AID 504937, 2011; note: potency is the fitted concentration of half-maximal effect
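Steps: dispense placental human ASM, pin compound, wait 10 min at room temperature, add HMU-PC0 substrate at 9 uM final, incubate 60 min at 37 °C, add stop solution raising pH to 10, read fluorescence.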
hERG WT inh: qHTS for Inhibitors of KCHN2 3.1: Wildtype qHTS; Voltage-gated inwardly rectifying potassium channel KCNH2 (Homo sapiens), Q12809; U2OS, BacMam KCNH2, thallium flux FluxOr; stronger effect = lower value; activity change, % at 1.84 µM; 340,000 tested, 0.37% active;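 active = maximum activity change below -70%; inconclusive = maximum activity change between -70% and -50%; inactive = maximum activity change above -50%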; note: % is set by controls: 0 for no effect and ±100 for the full control effect
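U2OS cells transduced with wild-type KCNH2 virus are loaded with FluxOr dye for 45 min, and thallium flux is measured in kinetic reads before and after stimulation buffer. Rate constants are normalized to DMSO controls.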
USP2a block: qHTS Assay for Inhibitors of Ubiquitin-specific Protease USP2a Using CHOP2 as the Reporter; Ubiquitin carboxyl-terminal hydrolase 2 (Homo sapiens), O75604; USP2 core, Ub-CHOP2 coupled fluorogenic reporter, 485/531; Potency, µM (titrated, usually from 38.3 µM), without a hit: at the top dose activity change, negative = inhibition, actives largely listed as inhibitors; 330,000 tested, 0.01% active; AID 463254, 2010;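 note: potency is the fitted concentration of half-maximal effect; plate controls were DMSO wells for no effect and full inhibition by NEM control for full effect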
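Deubiquitinase activity read as fluorescence (485/531 nm) after Ub-CHOP2 cleavage activates the enterokinase reporter on its substrate; USP2 core 10nM, Ub-CHOP2 and substrate 25nM each, 30min compound preincubation then 60min RT; data normalized to NEM, curves fitted.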
MBNL1 CUG block: qHTS Assay for Inhibitors of MBNL1-poly(CUG) RNA binding | Muscleblind-like protein 1 (Homo sapiens), Q9NR56 | TR-FRET MBNL1-His/biotin-(CUG)12 binding, 665/545 ratio | Potency, µM (top dose mostly 57.5 µM), without a hit: top-dose activity change, negative = inhibition, usual class: inhibitors | 280,000 tested, 0.036% active | AID 2675, 2010; active = well fitted inhibition curve with a large enough effect in the signal ratio, with a control signal flat, not every such curve was filed as active; inconclusive = small, poorly fitted or top-dose-only effect, or effect the other way, or a change in a side signal; inactive = no such curve, though single readings can be large or run the other way; the % refers to the signal ratio; note: potency is the fitted concentration of half-maximal effect; % is set by controls: 0 for no effect and ±100 for the full control effect
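Ratiometric TR-FRET (665 over 545 nm, excitation 340 nm) tracks disruption of MBNL1-His/biotin-(CUG)12 complex after 60 min at room temperature, with compounds at 92 nM to 58 uM final.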
Active calls of the source: *; ? = inconclusive; nt = not tested or not shown; & = joins results of further samples; [ ] = remark or other dose. Unless noted, calls come from the whole dose curve; as a rule, active = well fitted curve in the direction sought with a large enough effect; inconclusive = small, poorly fitted or top-dose-only effect, or another doubt; inactive = no such curve, though single readings can be large; an effect the other way counts as inactive or inconclusive. An excerpt; rates above refer to the full screens.

SMILES	GALK inhibitor	Menin-MLL TR inh	Mito fusion yeast	Eya2 phos inh	BCR signal inh	TSHR antag	PKM2 activator	S-ASM inh	hERG WT inh	USP2a block	MBNL1 CUG block
COc1cccc(-c2nc(N3CC(C)CC(C)C3)c3ccccc3n2)c1O (stereo not drawn)	-2%	-14%	9%	13%	2%	11	0%	-29%	-3	-1%	7%
COc1cc(-c2nc3ccccn3c2/N=C/c2cccc(OC)c2O)ccc1O	0%	3%	-6%	1%	?	-2	-11%	115%[activator]	3	-11%	?
COc1ccccc1C(CNC(=O)C1COc2ccccc2O1)N1CCCC1 (stereo not drawn)	nt	nt	-1%	-24%	4%	28	nt	3%	-6	-1%	nt
CC1CC(C)CN(C(=O)/C=C/c2ccc(S(=O)(=O)N3CCOCC3)cc2)C1 (stereo not drawn)	nt	nt	-2%	-5%	2%	-29	nt	1%	7	-5%	nt
CCCOc1cccc(NC(=O)OC2CCN(C)CC2)c1	2%	-13%	-11%	2%	3%	22	-6%	0%	12	-1%	?
COc1ccc(S(=O)(=O)N(c2onc(C)c2Cl)S(=O)(=O)c2ccc(OC)cc2)cc1	-4%	3%	0%	-4%	16%	-4	4%	1%	-6	-1%	-10%
CCCCN(C(=O)Cn1nnc2ccccc21)C(C(=O)NCCOC)c1ccc(OC)cc1OC (stereo not drawn)	-1%	3%	0%	-9%	-5%	0	-2%	0%	10	0%	-1%
CCCCC[C@H](O)/C=C/[C@@H]1[C@@H](CCCCCCC(=O)O)[C@@H](O)C[C@H]1O	0%	2%&-1%	-8%	-18%	?	21	0%	-6%	2	4%	-9%
CCOC(=O)C(Oc1ccc2c(-c3ccc(OC)cc3)cc(=O)oc2c1C)c1ccccc1 (stereo not drawn)	-3%	?	-1%	-15%	-1%	-14	1%	-2%	-13	1%	-11%
O=S(=O)(Nc1ncccn1)c1ccccc1	8%	14%	1%	8%	2%	9	4%[11.5 µM]	2%	1	1%	-6%
Nc1c(-c2ccccc2)sc2ccc3ccccc3[n+]12	3%	nt	2%	-8%	?	-10	nt	1%	20	2%	?
Cc1cc(S(=O)(=O)NCC(c2ccc(F)cc2)N2CCN(C)CC2)ccc1F (stereo not drawn)	nt	nt	-4%	6%	0%	9	nt	0%	27	0%	nt
Cc1nc(SCC(=O)Nc2ccccc2Cl)oc1C	6%	nt	0%	-3%	?	4	-3%	3%	-3	2%	-1%
CC(=O)c1cc(CN2CCC(n3nccc3NC(=O)c3ccccc3)CC2)cs1	0%	nt	-3%	-13%	-6%	-2	1%	10%	18	1%	2%
CN(C)C(=O)COc1ncnc2scc(-c3ccc(F)cc3)c12	-1%	-3%	16%	1%	0%	-11	-10%	1%	4	2%	nt

Compounds above with a thiophene ring, fused or not:
SMILES	GALK inhibitor	Menin-MLL TR inh	Mito fusion yeast	Eya2 phos inh	BCR signal inh	TSHR antag	PKM2 activator	S-ASM inh	hERG WT inh	USP2a block	MBNL1 CUG block
CC(=O)c1cc(CN2CCC(n3nccc3NC(=O)c3ccccc3)CC2)cs1	0%	nt	-3%	-13%	-6%	-2	1%	10%	18	1%	2%
CN(C)C(=O)COc1ncnc2scc(-c3ccc(F)cc3)c12	-1%	-3%	16%	1%	0%	-11	-10%	1%	4	2%	nt

More results:
SMILES	GALK inhibitor	Menin-MLL TR inh	Mito fusion yeast	Eya2 phos inh	BCR signal inh	TSHR antag	PKM2 activator	S-ASM inh	hERG WT inh	USP2a block	MBNL1 CUG block
COc1ccc(OCCCC(=O)OCC(=O)Nc2nnc(-c3ccccc3)o2)cc1	nt	nt	1%	17%	-11%	8	nt	-1%	2	1%	nt
Cc1nc([N+](=O)[O-])cn1CC(=O)Nc1ccc(Cl)cc1	7%	5%	2%	1%	-1%	-6	0%[11.5 µM]	-1%	-7	-1%	6%
O=C(NCC(c1ccco1)N1CCOCC1)c1ccc(C(F)(F)F)cc1 (stereo not drawn)	nt	nt	-8%	9%	10%	10	nt	5%	62	2%	nt
CC(C)c1nc(=S)n(-c2ccccc2)[nH]1	1%	2%	-7%	5%	?	14	-1%	1%	-2	7%	6%
CC(OC(=O)c1ccc(Cl)nc1)C(=O)Nc1ccc2c(c1)OCO2 (stereo not drawn)	nt	nt	2%	14%	4%	-15	nt	1%	4	1%	nt
COc1ccc(CC(=O)Oc2ccc(F)cc2)cc1	-2%	4%	4%	-28%	-1%	-7	-1%[11.5 µM]	2%	19	0%	5%
COc1ccc(CN2C(=O)c3c(c(C)n(C)c3C)C2C(=O)NC2CCC(C)CC2)cc1 (stereo not drawn)	0%	2%	4%	-6%	1%	-7	4%	4%	-2	1%	1%
Cc1cccc(C)c1NC(=O)NC1CCc2ccccc21 (stereo not drawn)	nt	14%	6%	-16%	9%	13	nt	-1%	-3	-1%	-1%
Cc1cccc(Nc2nnc(SCC(=O)NC(=O)Nc3ccc4c(c3)OCCO4)s2)c1	-1%	nt	-1%	3%	?	-10	12%	0%	5	2%	nt
O=[N+]([O-])c1ccc(OCC(O)CN(C2CCCCC2)C2CCCCC2)cc1 (stereo not drawn)	-2%	-14%	3%	2%	-1%	-5	1%	-1%	-70*	-1%	nt
C#CCN1C=C(C(=O)OCC)C(C)NS1(=O)=O (stereo not drawn)	nt	nt	nt	-9%	2%	-11	nt	6%	5	1%	nt
O=C(NCC1CCN(c2ccc(S(=O)(=O)N3CCOCC3)cc2)CC1)c1cccc(Cl)c1	0%	22%	2%	6%	1%	-15	-6%	-5%	2	-2%	-12%
CCNc1ccc(C(=O)O)cc1N	nt	-27%	3%	7%	?	0	1%	-5%	-10	1%	12%
O=C(COc1ccccc1F)N1CCN(S(=O)(=O)/C=C/c2ccccc2)CC1	1%	5%	-1%	-9%	0%	6	0%	0%	-6	3%	3%
CCc1ccc2oc(-c3cc(N)cc(C)c3O)nc2c1	-1%	?	0%	-8%	?	-13	-23%	-2%	-19	-1%	-5%
COc1ccccc1C(=O)OCn1nnc2ccccc2c1=O	1%	nt	9%	-7%	-2%	-2	-2%	3%	-7	-2%	15%
O=C(CSc1nc2ccc(Cl)cc2[nH]1)NCCc1ccccc1	1%	10%	14%	-8%	0%	-1	0%	-2%	8	-5%	-7%
O=C(CN1CCN(CC(=O)Nc2ccccc2F)CC1)Nc1ccc2c(c1)OCCO2	10%	-16%	5%	5%	?	-2	1%	-4%	5	0%	nt
CCC(C)C(NC(=O)c1ccc(Cl)cc1Cl)C(=O)O (stereo not drawn)	nt	2%	-5%	3%	0%	-6	-4%	3%	-8	4%	-8%[11.5 µM]
O=C(CCc1n[nH]c(=O)[nH]c1=O)N/N=C/c1ccc(Br)o1	1%	5%	-1%	-7%	0%	0	-2%	-8%	-8	0%	14%

A few values from the results shown.
Result for `O=C(COc1ccccc1F)N1CCN(S(=O)(=O)/C=C/c2ccccc2)CC1` under MBNL1 CUG block: 3%
Result for `CCCCC[C@H](O)/C=C/[C@@H]1[C@@H](CCCCCCC(=O)O)[C@@H](O)C[C@H]1O` under hERG WT inh: 2
